High-throughput results as filed in PubChem BioAssay.
RNase H inhibition: RNase H inhibition, HIV 1 Gag Pol polyprotein, FRET biochemical assay, screening (AID 372) | HIV-1 RT RNase H, FRET RNA/DNA substrate fluorescence; higher % means a stronger effect | 0.77% of 100,000 active | inhibition, % at 10 µM; hits with a dose series show IC50 in µM; in the data active means inhibition above about 50%
* marks the source's active call; other numbers are inactive results. Only part of the results is shown, so the mix of outcomes need not match the whole.

SMILES | RNase H inhibition
CN(C)c1cccc(C(=O)Nc2ccncc2)c1 | 2%
CCC(C)c1ccc(NC(=O)/C=C/c2cccc([N+](=O)[O-])c2)c(O)c1 (stereo not drawn) | 10%
COc1cccc(/C=C(\C#N)c2nc3ccccc3[nH]2)c1OCC#N | 11%
O=C(NCCOc1ccccc1)c1sc2ccccc2c1Cl | 7%
Cc1c(NC(=O)/C=C/c2ccccc2Cl)cccc1[N+](=O)[O-] | 16%
Cc1[nH]n(-c2nc3ccccc3s2)c(=O)c1C=NC1CC1 | 9%
CC(C)(C)c1cc(CCCOC(=O)C(=O)Nc2ccccc2)cc(C(C)(C)C)c1O | 0%
Cc1c(OCC(=O)OCc2ccccc2)ccc2c3c(c(=O)oc12)CCC3 | 6%
OCc1cn(-c2ccccc2)nc1-c1ccc(F)cc1 | 6%
Nc1cc(Oc2cncc(Cl)c2)cc([N+](=O)[O-])c1 | 7%
CCOC(=O)C1=C(C)N(c2ccc(OCC)cc2)C(=O)C1 | 0%
O=C1C=C(Nc2ccc(O)cc2)CC(c2ccccc2)C1 (stereo not drawn) | 4%
CC(Oc1ccccc1)C(=O)Nc1cccc(-c2nc3ccccc3[nH]2)c1 (stereo not drawn) | 3%
C(=NN1CCN(Cc2ccccc2)CC1)c1cccnc1 | 12%
NS(=O)(=O)c1cccc(NC(=O)c2cccc(OCc3ccccc3)c2)c1 | 4%
O=C(Nc1ccc(S(=O)(=O)N2CCCCC2)cc1)c1sc2cc(Cl)ccc2c1Cl | 4%
COCCOC(=O)C1=C(C)NC(=S)NC1c1ccccc1OC (stereo not drawn) | 9%
COc1ccc(C(=O)Nc2cc(Cl)ccc2Cl)cc1NC(=O)c1ccccc1C | 5%
O=[N+]([O-])c1ccc(N2CCN(S(=O)(=O)Cc3ccccc3)CC2)cc1NC1CC1 | 0%
O=C(CCc1ccccc1)NN1CCOCC1 | 0%
Cc1cccc(C(=O)Nc2ccc(NC(=O)c3ccc(NC(=O)c4cccc(C)c4)cc3)cc2)c1 | 0%
CCOC(=O)C1=C(O)/C(=C/c2ccc(N(C)C)cc2)SC1=Nc1ccc(OC)cc1 | 17%
Cc1cc(Cl)ccc1OCC(=O)NCCO | 13%
Cc1cccc(C)c1NC(=O)CN(c1ccc(F)cc1)S(=O)(=O)c1ccccc1 | 7%
COc1ccccc1/C=C1\C(=O)NC(=S)N(c2cccc(Cl)c2Cl)C1=O | 22%

13 structures from above, ordered by number of heavy atoms, largest number first.
SMILES | RNase H inhibition
Cc1cccc(C(=O)Nc2ccc(NC(=O)c3ccc(NC(=O)c4cccc(C)c4)cc3)cc2)c1 | 0%
CC(C)(C)c1cc(CCCOC(=O)C(=O)Nc2ccccc2)cc(C(C)(C)C)c1O | 0%
O=[N+]([O-])c1ccc(N2CCN(S(=O)(=O)Cc3ccccc3)CC2)cc1NC1CC1 | 0%
NS(=O)(=O)c1cccc(NC(=O)c2cccc(OCc3ccccc3)c2)c1 | 4%
COc1ccccc1/C=C1\C(=O)NC(=S)N(c2cccc(Cl)c2Cl)C1=O | 22%
CCC(C)c1ccc(NC(=O)/C=C/c2cccc([N+](=O)[O-])c2)c(O)c1 (stereo not drawn) | 10%
COCCOC(=O)C1=C(C)NC(=S)NC1c1ccccc1OC (stereo not drawn) | 9%
Cc1c(NC(=O)/C=C/c2ccccc2Cl)cccc1[N+](=O)[O-] | 16%
Cc1[nH]n(-c2nc3ccccc3s2)c(=O)c1C=NC1CC1 | 9%
OCc1cn(-c2ccccc2)nc1-c1ccc(F)cc1 | 6%
Nc1cc(Oc2cncc(Cl)c2)cc([N+](=O)[O-])c1 | 7%
O=C(CCc1ccccc1)NN1CCOCC1 | 0%
Cc1cc(Cl)ccc1OCC(=O)NCCO | 13%

Continued:
SMILES | RNase H inhibition
CCOc1cc(/C=C2/SC(=S)N(CC)C2=O)ccc1OCc1ccc(Cl)c(Cl)c1 | 7%
Cc1c(NS(=O)(=O)c2cccs2)c(=O)n(-c2ccccc2)n1C | 9%
Clc1ccc(C2NCCc3c2[nH]c2ccccc32)c(Cl)c1 (stereo not drawn) | 2%
Cc1[nH]n(-c2ccccc2)c(=O)c1/C=N/NC(=O)c1cccc(F)c1 | 10%
COc1ccc(C2SCC(=O)N2c2c(C)n(C)n(-c3ccccc3)c2=O)cc1OC (stereo not drawn) | 0%
Cc1cc(N2C(=O)c3cccc([N+](=O)[O-])c3C2=O)no1 | 7%
O=C(c1cccc([N+](=O)[O-])c1)n1cc(Br)cn1 | 9%
O=C(NC(=S)Nc1cccc(NC(=O)c2ccccc2Cl)c1)c1ccccc1F | 30%
Oc1cc(-c2ccccc2)c2c(c1)C1CCCCC1(N1CCOCC1)O2 (stereo not drawn) | 0%
CCCCCN1C(=O)/C(=C2\SC(=S)N(NC(C)=O)C2=O)c2ccccc21 | 11%
CCOc1ccccc1OCCOCCOc1cc(Cl)ccc1Cl | 3%
COc1ccc(OCC(=O)Nc2cccc([N+](=O)[O-])c2)cc1 | 4%
COc1ccc(NC(=O)Cn2nc(C)c3ccccc3c2=O)cc1 | 10%
CC1(C)OC2OC(COC(=O)c3ccccc3)C3OC(C)(C)OC3C2O1 (stereo not drawn) | 3%
COc1ccc(C=O)c2c(OC)cccc12 | 17%
COc1ccc(N(CC(=O)Nc2ccc(I)cc2)S(C)(=O)=O)cc1 | 0%
CC(C(=O)O)N1C(=O)/C(=C/c2ccc([N+](=O)[O-])cc2)SC1=S (stereo not drawn) | 12%
O=C(O)c1ccccc1-c1ccccc1C(=O)Nc1ccccc1-c1ccccc1 | 0%
COc1ccc(CN(C(=O)c2cccc(F)c2)C2CC(=O)N(c3ccc(OC)cc3)C2=O)cc1 (stereo not drawn) | 10%
Cc1ccccc1N1CCN(C(=O)CN2C(=O)c3ccccc3C2=O)CC1 | 3%
Cc1cc(/C=C2\C(=O)NC(=S)N(c3ccc(Cl)cc3Cl)C2=O)c(C)n1-c1ccc(I)cc1 | 33%
CC(=O)C1=C(O)C(=O)N(c2ccccc2)C1c1ccccc1[N+](=O)[O-] (stereo not drawn) | 12%
COc1ccc2c(c1OC)C(=O)OC2Nc1ccc(S(N)(=O)=O)cc1 (stereo not drawn) | 5%
COc1cc(/C=C(/C#N)c2nc3ccccc3[nH]2)cc(OC)c1O | 29%
CC1(C)CC(NC(=O)CN2CCCCC2)CC(C)(C)N1 | 0%

Two entries from above, as labelled records.
> Cc1c(NS(=O)(=O)c2cccs2)c(=O)n(-c2ccccc2)n1C
- RNase H inhibition: 9%

> Clc1ccc(C2NCCc3c2[nH]c2ccccc32)c(Cl)c1 (stereo not drawn)
- RNase H inhibition: 2%

Following part:
SMILES | RNase H inhibition
CC(=O)N(C(C)=O)c1cccc2c(N(C(C)=O)C(C)=O)cccc12 | 12%
NC(=O)C1CCN(S(=O)(=O)c2ccc3ccccc3c2)CC1 | 4%
COc1ccccc1OCCCOc1cccc(C=O)c1 | 37%
Cc1cc(/C=C2/SC(=S)NC2=O)c(C)n1-c1ccc(Cl)cc1 | 2%
O=C(Nc1nc(-c2ccc(F)cc2)cs1)c1ccc(S(=O)(=O)N2CCCCCC2)cc1 | 6%
N#CC1=C(N)OC2=C(C(=O)CC(c3ccccc3)C2)C1c1cccc(O)c1 (stereo not drawn) | 2%
CC1=C(C#N)c2nc(N)c(C#N)c(C)c2/C1=C/c1ccc(-c2cccc(C(=O)O)c2)o1 | 15%
O=C(COc1cccc([N+](=O)[O-])c1)Nc1cc(C(=O)O)cc(C(=O)O)c1 | 4%
Cc1ccc(-c2nc3cc(NC(=O)c4cccc([N+](=O)[O-])c4C)ccc3o2)cc1 | 18%
Cc1[nH]n(-c2ccccc2)c(=S)c1C=Nc1ccccc1O | 15%
COc1ccc(C(=O)Nc2ccc(-c3nc4ccccc4c(=O)o3)cc2)cc1 | 21%
CC1=NN(C(=O)c2ccc(N/C(C)=C/C(=O)C(F)(F)F)cc2)C(O)(C(F)(F)F)C1 (stereo not drawn) | 4%
CS(=O)(=O)N1CCN(Cc2ccccc2[N+](=O)[O-])CC1 | 6%
O=C1C(=O)N(c2ccccn2)C(c2ccccc2)/C1=C(\O)c1ccc(Cl)cc1 (stereo not drawn) | 7%
COc1ccc(Br)cc1/C=C/C(=O)Nc1cccc(Cl)c1Cl | 15%
O=C1NC(=S)S/C1=C\c1cn(CCOc2ccccc2F)c2ccccc12 | 28%
O=C(NC(=S)Nc1cccc(NC(=O)c2ccc(Cl)cc2Cl)c1)c1cccc(Cl)c1 | 20%
COC(=O)N/N=C\c1cc2c(cc1[N+](=O)[O-])OCO2 | 9%
CCc1ccc(OCCOc2cccc(OC)c2)cc1 | 4%
CCCOCCOC(=O)C1=C(C)NC2=C(C(=O)CC(C)(C)C2)C1c1ccc([N+](=O)[O-])cc1 (stereo not drawn) | 4%
O=C(CC1Sc2ccc(C(F)(F)F)cc2NC1=O)Nc1ccc(N2CCOCC2)cc1 (stereo not drawn) | 9%
CCOc1ccccc1OCCOc1ccc([N+](=O)[O-])cc1Cl | 13%
CCOC(=O)C(C(=O)OCC)=C(N)C(F)(F)F | 7%
O=C(NCCc1ccccc1)C(=O)NC1CCCCC1 | 11%
COc1cc(/C=c2\sc3nc4ccccc4n3c2=O)ccc1OC(=O)c1ccc(F)cc1 | 1%

(continued)
SMILES | RNase H inhibition
O=C(NC1CCSC1=O)c1ccc(Cl)cc1 (stereo not drawn) | 15%
CC1(C)OC(=O)C(=Cc2ccc(N3CCCCC3)o2)C(=O)O1 | 8%
O=c1c2ccccc2nc(/C=C/c2ccc3c(c2)OCO3)n1-c1cccc([N+](=O)[O-])c1 | 11%
O=[N+]([O-])OC12CC3CC(C1)CC([N+](=O)[O-])(C3)C2 | 14%
CS(=O)(=O)N(CC(=O)NCCSc1ccc(Cl)cc1)c1ccc(F)cc1 | 12%
Cc1ccc(OCCCCCCn2ccnc2)c(C)c1 | 0%
CC[n+]1c(/C=C/N2CCCc3ccccc32)ccc2ccccc21 | 19%
CC(=O)Nc1ccc(N=Cc2ccc(Br)cc2)cc1 | 10%
COc1ccc(N2C(=O)C3C(C2=O)C2(C)C(=O)C3(C)C(c3ccccc3)=C2c2ccccc2)c([N+](=O)[O-])c1 (stereo not drawn) | 7%
COc1ccc(NC(=O)COc2ccc3ccccc3c2)c([N+](=O)[O-])c1 | 0%
COc1ccc2ccccc2c1/C=N/N1C(=O)c2ccccc2C1=O | 8%
CCCCCOc1ccc(/C=N/Nc2nc(-c3ccc(C)cc3)nc3ccccc23)cc1 | 6%
O=C1NC(c2ccccc2)/C(=C(\O)c2ccccc2)C1=O (stereo not drawn) | 6%
O=C(NNC(=O)c1cccc2ccccc12)c1cccc(Cl)c1 | 9%
O=[N+]1C(c2ccccc2)=C(c2ccccc2)N([O-])C2CCCCC21 (stereo not drawn) | 1%
COc1ccc(NC(=O)C2CCCCC2C(=O)O)cc1 (stereo not drawn) | 15%
COC(=O)c1cccc(NC(=O)c2cc[n+](C)cc2)c1 | 0%
O=C(NCc1cccs1)c1sc2cc(F)ccc2c1Cl | 8%
CC(C)Oc1ccccc1NC(=O)c1cc(F)c(F)cc1Cl | 0%
CCOC(=O)c1c(NC(=O)c2ccc(S(=O)(=O)N3CCCCCC3)cc2)sc(C)c1C | 0%
CCn1c2ccccc2c2cc(NC(=O)COc3ccccc3Cl)ccc21 | 7%
COc1cc(/C=C2\C(=O)NN(c3ccccc3)C2=O)ccc1OCCOc1ccc(C)cc1 | 8%
COc1ccc(-c2cc(C(=O)N/N=C(\C)c3ccc(N)cc3)[nH]n2)cc1 | 6%
Cc1ccc([N+](=O)[O-])cc1NC(=O)c1cc2ccccc2cc1O | 12%
O=C(Nc1cccc(-c2nc3ccccc3[nH]2)c1)c1ccccc1Cl | 0%

Next compounds.
SMILES | RNase H inhibition
C=CCN1C(=O)S/C(=C/c2cc(Br)c(O)c(OCC)c2)C1=O | 28%
CC(=O)NC1=NN(C(C)=O)C(c2ccc(Cl)cc2Cl)S1 (stereo not drawn) | 0%
CC1=CC(C)(C)Nc2ccc(OC(=O)c3cc([N+](=O)[O-])cc([N+](=O)[O-])c3)cc21 | 9%
Cc1ccccc1C(=O)Nc1ccc(Cl)c(C(N)=O)c1 | 0%
COc1ccc(-c2cc(C(F)(F)F)n3ncc(C(=O)NCCCN4CCOCC4)c3n2)cc1 | 0%
CCCCCCCCCC(=O)c1c(C)[nH]c(C(=O)OCC)c1C | 0%
CCOC(=O)C1=C(C)N=c2s/c(=C/c3cc(OC)c(OC)c(OC)c3)c(=O)n2C1c1ccc(Cl)cc1 (stereo not drawn) | 13%
Cc1cc(C)c(NC(=O)c2cccc(I)c2)c(C)c1 | 7%
COc1cc(C(=O)Nc2ccc(C(=O)OC3CCCCC3)cc2)cc(OC)c1OC | 23%
CC1(C)CC(=O)c2c(oc3ccc(NS(=O)(=O)c4cc(Cl)ccc4Cl)cc23)C1 | 5%
CC(=O)c1ccc2c(c1)C1c3ccccc3C2c2ccc(C(C)=O)cc21 | 20%
COc1ccc(Cl)cc1C(=O)Nc1ccc(-c2nc3ccccc3[nH]2)cc1 | 11%
CCCCOc1cccc(NC(=O)c2ccccc2OC)c1 | 11%
CCOCCOC(=O)C1=C(C)NC2=C(C(=O)CC(c3ccc(Cl)cc3)C2)C1c1cc2c(cc1Cl)OCO2 (stereo not drawn) | 8%
c1ccc(CCCN2CCN(C3CCN(Cc4ccccc4)CC3)CC2)cc1 | 0%
CCOC(=O)c1cc(CC)sc1NC(=O)c1cccc(OCC)c1 | 10%
CCOc1cc(Br)cc(/C=C2/SC(=O)NC2=O)c1O | 9%
Nc1nc(-c2ccc(Br)cc2)cs1 | 2%
Cc1cc2c(cc1Cl)C(=O)c1ccccc1C2=O | 13%
Nc1nc(=O)n2c(n1)sc1ccccc12 | 14%
O=C1NC(=O)N(c2ccc3c(c2)OCO3)C(=O)/C1=C/c1cn(Cc2ccccc2)c2ccccc12 | 0%
COc1cccc(/C=N/NS(=O)(=O)c2ccccc2)c1OC | 2%
O=C(NNc1nc(-c2ccccc2)cc(-c2ccc(F)cc2)n1)c1cccc([N+](=O)[O-])c1 | 12%
